# KCNK9 block: KCNK9 potassium channel inhibitors, primary screen, HEK293 cells, thallium flux. Potassium channel subfamily K member 9 (Homo sapiens), Q9NPC2. FluxOR thallium flux fluorescence; hits give low values. B-score at 10 µM. 1.2% of 310,000 active. AID 488922, 2010;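 active = ratio B-score over 3 SD below the library mean, with starting fluorescence within 5 SD of its mean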;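 note: negative B-score means less thallium flux so channel inhibition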
# hERG rescue: hERG rescue from dofetilide block, primary screen, cell-based, CHO-hERG, FluxOR thallium flux, dofetilide IC70 | 0.51% of 310,000 active | Voltage-gated inwardly rectifying potassium channel KCNH2 (Homo sapiens), Q12809 | activation (rescue from dofetilide block), less the hit threshold, % at 10 µM | dofetilide IC70 present;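 active = activation above the mean of controls blocked by dofetilide plus 5 SD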;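 note: thallium influx through hERG after potassium depolarization seen as dye fluorescence rise; in these data hits start at about 4.7%; inactives centre near -7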
# KCNQ1 act: potentiators or activators of KCNQ1 channel, primary screen, cell-based, thallium flux, high-throughput. AID 2648, 2010. 0.35% of 310,000 active. CHO-K1 KCNQ1, thallium flux FluxOR fluorescence; hits give high values. B-score at 10 µM;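 active = fluorescence ratio B-score, a plate-corrected score, at least three library SD, with initial intensity B-score within 5 SD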
# Target sequence (P51787 whole entry, looked up): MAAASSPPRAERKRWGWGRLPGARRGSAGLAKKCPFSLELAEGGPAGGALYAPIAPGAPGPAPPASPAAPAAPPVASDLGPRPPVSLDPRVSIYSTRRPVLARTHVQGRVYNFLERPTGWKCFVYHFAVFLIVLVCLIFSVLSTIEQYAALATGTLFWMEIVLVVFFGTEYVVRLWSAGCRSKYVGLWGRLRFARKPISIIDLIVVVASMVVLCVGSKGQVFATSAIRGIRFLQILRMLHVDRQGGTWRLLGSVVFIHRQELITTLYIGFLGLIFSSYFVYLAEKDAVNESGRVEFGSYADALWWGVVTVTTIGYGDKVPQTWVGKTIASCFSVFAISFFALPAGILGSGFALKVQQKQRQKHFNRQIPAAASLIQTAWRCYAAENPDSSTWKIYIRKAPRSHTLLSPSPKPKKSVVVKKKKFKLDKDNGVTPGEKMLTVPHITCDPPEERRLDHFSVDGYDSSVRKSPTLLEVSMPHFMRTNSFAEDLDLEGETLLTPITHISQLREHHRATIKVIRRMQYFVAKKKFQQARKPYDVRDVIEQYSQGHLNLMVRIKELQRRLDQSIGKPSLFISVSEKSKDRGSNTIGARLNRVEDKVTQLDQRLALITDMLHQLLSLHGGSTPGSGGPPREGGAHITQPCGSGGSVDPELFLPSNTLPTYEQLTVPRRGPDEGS
#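 Material: CHO-K1 cells stably expressing KCNQ1. Medium: assay buffer for compound exposure, DMSO matched across wells. Reagent: K+/Tl+ depolarizing stimulus. Compound dosing: single-concentration screen. Times: 37 °C overnight plating, 90-min dark dye load, 20-min compound pretreatment. Technique: FluxOR Tl+ flux fluorescence.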
# KCNQ1 block: inhibitors of human KCNQ1 channel, primary screen, cell-based, thallium flux, high-throughput; AID 2642, 2010; Potassium voltage-gated channel subfamily KQT member 1 (Homo sapiens), P51787; CHO-K1 KCNQ1, FluxOR thallium flux fluorescence; hits give high values; B-score at 10 µM; 1.3% of 310,000 active;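 active = compounds whose thallium flux B-score, printed positive for inhibition, exceeds three library SD while starting fluorescence stays within three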;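 note: channel opened by potassium depolarization with thallium stimulus after 20 min compound exposure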
# Dyrk1A ADPGlo: rat Dyrk1A kinase inhibitors, primary screen, biochemical, single point, plate reader; Dual specificity tyrosine-phosphorylation-regulated kinase 1A (Rattus norvegicus), Q63470; ADP-Glo luminescence, NFATc1 peptide; AID 504441, 2011; inhibition, % at 12.5 µM; 0.43% of 310,000 active; in the data active = inhibition above about 50%;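 note: plate controls were vehicle with enzyme for no effect and no enzyme for full effect; many of its hits are not listed in these tables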
# TMEM16A act: TMEM16A chloride channel activators or potentiators, primary screen, cell-based, HTS. Anoctamin-1 (Mus musculus), Q8BHY3. B-score at 10 µM. HEK293 TMEM16A/YFP-H148Q/I152L, iodide quench fluorescence; hits give low values. 0.3% of 340,000 active. AID 623877, 2012;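 active = fluorescence-ratio B-score plate-corrected deviation score at least 3 library SD below zero, with starting fluorescence score within 5 deviations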;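 note: channel opened by trigger with iodide after compound preincubation; score built on the fluorescence ratio of max minus min over baseline; more negative score means more quench and so TMEM16A activation or potentiation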
# TRPC4 PAM: positive allosteric modulators of TRPC4, primary screen, cell-based, mouse TRPC4beta, HEK293 mu-opioid, Fluo-4 calcium | DAMGO EC20, Fluo-4 Ca2+ flux; hits give high values | B-score at 10 µM | 0.42% of 310,000 active | AID 2227, 2009;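 active = B-score of calcium response area above 5 SD of library B-scores, with initial fluorescence ratio within 5 SD of library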;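 note: B-score of integrated fluorescence ratio over time as area under calcium response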
# HDAC3 inh: HDAC3 deacetylase inhibitors, primary screen, biochemical, fluorescence, cell-free homogeneous; Histone deacetylase 3 (Homo sapiens), O15379; recombinant HDAC3, fluorogenic peptide/trypsin coupled; inhibition, % at 8.3 µM; 0.15% of 320,000 active; in the data active = inhibition above about 26%, passing the limit was not always enough; inconclusive = no clear call, values can overlap the other calls
# TRPC4 agonist: activators of mouse TRPC4 channel, primary screen, Fluo4 calcium, HEK293 TRPC4beta/mu-opioid cells; Short transient receptor potential channel 4 (Mus musculus), Q9QUQ5; Fluo4 calcium fluorescence; hits give high values; B-score at 10 µM; 0.49% of 310,000 active;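 active = B-score above 5 SD of library B-scores, and initial fluorescence ratio not above library mean plus 5 SD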;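 note: positive B-score marks a calcium rise read as TRPC4 activation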
#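 Assay system – TRPC4beta and mu-opioid receptor HEK293 stable cells · Measured by – Fluo4 fluorescence, kinetic · Schedule – dye loading 45 min room temperature, 110 s kinetic read · Read-out – B-scored integrated calcium fluorescence ratio · Controls – buffer and maximal DAMGO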
# TMEM16A inh: TMEM16A chloride channel inhibitors, primary screen, cell-based, HTS | HEK293 TMEM16A/YFP iodide influx fluorescence, ionomycin | AID 588511, 2011 | 1.2% of 310,000 active | normalized B-score (activity score, 25-100; higher = stronger inhibition) at 10 µM;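 active = ratio plate-corrected score three or more library SD toward inhibition, starting fluorescence score within five deviations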;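 note: score derived from kinetic fluorescence span divided by baseline fluorescence per well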
# KCNK3 block: human KCNK3 channel inhibitors, primary screen, CHO cells, FluxOR thallium flux, B-score | Potassium channel subfamily K member 3 (Homo sapiens), O14649 | FluxOR fluorescence; hits give low values | B-score at 10 µM | 0.84% of 340,000 active;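 active = B-score under library mean minus 4 SD, starting fluorescence ratio at most library mean plus 5 SD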;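 note: more negative B-score means stronger inhibition of thallium flux through KCNK3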
# Target sequence (O14649 whole entry, looked up): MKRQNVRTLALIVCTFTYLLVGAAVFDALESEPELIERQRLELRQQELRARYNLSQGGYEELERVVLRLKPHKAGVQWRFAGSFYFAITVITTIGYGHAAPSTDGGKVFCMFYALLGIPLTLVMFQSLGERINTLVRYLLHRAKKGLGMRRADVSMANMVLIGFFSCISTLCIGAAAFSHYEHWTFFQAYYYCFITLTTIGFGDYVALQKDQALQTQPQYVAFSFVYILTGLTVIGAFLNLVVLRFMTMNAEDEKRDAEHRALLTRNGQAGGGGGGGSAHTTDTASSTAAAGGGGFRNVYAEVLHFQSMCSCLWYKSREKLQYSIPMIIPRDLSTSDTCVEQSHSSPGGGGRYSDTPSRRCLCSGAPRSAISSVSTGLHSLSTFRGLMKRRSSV
# * marks the source's active call; other numbers are inactive results; i = inactive; ? = inconclusive; / = no result given. Some of the compounds tested (hit frequency here may not be typical).
SMILES,KCNK9 block,hERG rescue,KCNQ1 act,KCNQ1 block,Dyrk1A ADPGlo,TMEM16A act,TRPC4 PAM,HDAC3 inh,TRPC4 agonist,TMEM16A inh,KCNK3 block
COC(=O)COc1ccc(S(=O)(=O)Nc2ccc(NC(C)=O)cc2)cc1C,i,-9,i,i,-4,i,i,0,i,i,i
COc1cccc(Nc2ncnc3c2cnn3C)c1,i,-6,i,i,-4,/,i,-4,i,i,i
O=C(CN1CCC(c2nc3ccccc3s2)CC1)NCc1ccccc1,i,-15,i,i,6,i,i,2,i,i,i
CCOC(=O)c1csc(NC(=O)c2cccs2)n1,i,-5,i,i,0,i,i,?,i,i,i
Nc1ccc(N2CCN(C(=O)c3ccco3)CC2)cc1,i,-5,i,i,-3,i,i,7,i,i,i
O=S(=O)(c1ccccc1)N(CC(O)CN1CCCC1)c1ccccc1 (stereo not drawn),i,-4,i,i,0,i,i,1,i,i,i
O=C(COc1ccc2c3c(c(=O)oc2c1)CCCC3)N1CCN(c2ccccc2)CC1,i,-14,i,i,-3,i,i,7,i,i,i
COC(C[C@H]1O[C@@H]1C(=O)[C@H](C)OCc1ccccc1)OC,i,-4,i,i,/,i,i,1,i,i,i
CCOc1ccc(CCNC(=O)COC(=O)/C=C/c2ccc(OCC#N)c(OC)c2)cc1OCC,i,-12,i,i,-1,i,i,-1,i,i,i
Cc1ccc(OCc2ccc(C(=O)NNC(=S)NCC3CCCO3)o2)c([N+](=O)[O-])c1 (stereo not drawn),i,-3,i,i,-1,i,i,6,i,i,i
CCOc1ccc(/C=N/NC(=O)CCC(=O)Nc2ccc(F)cc2)cc1,i,-3,i,i,4,/,i,-1,i,i,i
C/C(=N/NC(=O)c1ccc(C)s1)c1cccnc1,i,-11,i,i,6,i,i,3,i,i,i
CCCn1c(N)c(N(C)C)c(=O)n(CC(=O)Nc2ccc(OC(F)(F)F)cc2)c1=O,i,2,i,i,-1,i,i,?,i,i,i
CC(C)c1[nH]nc2c1C1(CCN(Cc3ccccc3)CC1)C(C#N)=C(N)O2,i,-16,i,i,-2,i,i,-2,i,i,i
C/C(=N/OC(=O)c1ccc(C(F)(F)F)cc1)c1oc(C)nc1C,i,-12,i,i,/,i,i,-1,i,i,i
Cn1c(N)c(C(=O)CSc2ccccn2)c(=O)n(C)c1=O,i,-6,i,i,4,i,i,-3,i,i,i
CC1(C)CC(c2csc(N)n2)CCO1 (stereo not drawn),i,-2,i,i,-4,i,i,0,i,i,i
Cc1ccn(Cc2n[nH]c(=S)n2Cc2ccccc2)n1,i,-3,i,i,3,i,i,4,i,i,i
COc1ccc(N(CC(O)CN2CCOCC2)S(=O)(=O)c2ccc(C)cc2)cc1 (stereo not drawn),i,-3,i,i,-1,i,i,-2,i,i,i
COc1ccccc1-c1c(C(F)(F)F)oc2cc(OC(=O)c3ccccc3[N+](=O)[O-])ccc2c1=O,i,-9,i,i,-4,i,i,-8,i,i,i

# An excerpt from further up:
SMILES,KCNK9 block,hERG rescue,KCNQ1 act,KCNQ1 block,Dyrk1A ADPGlo,TMEM16A act,TRPC4 PAM,HDAC3 inh,TRPC4 agonist,TMEM16A inh,KCNK3 block
COC(=O)COc1ccc(S(=O)(=O)Nc2ccc(NC(C)=O)cc2)cc1C,i,-9,i,i,-4,i,i,0,i,i,i
COc1cccc(Nc2ncnc3c2cnn3C)c1,i,-6,i,i,-4,/,i,-4,i,i,i

# One compound at a time (already shown). Values in the order: KCNK9 block, hERG rescue, KCNQ1 act, KCNQ1 block, Dyrk1A ADPGlo, TMEM16A act, TRPC4 PAM, HDAC3 inh, TRPC4 agonist, TMEM16A inh, KCNK3 block
# Entry for O=C(COc1ccc2c3c(c(=O)oc2c1)CCCC3)N1CCN(c2ccccc2)CC1 → i, -14, i, i, -3, i, i, 7, i, i, i
# Entry for CCOc1ccc(CCNC(=O)COC(=O)/C=C/c2ccc(OCC#N)c(OC)c2)cc1OCC → i, -12, i, i, -1, i, i, -1, i, i, i
# Entry for C/C(=N/OC(=O)c1ccc(C(F)(F)F)cc1)c1oc(C)nc1C → i, -12, i, i, /, i, i, -1, i, i, i

# (further entries)
SMILES,KCNK9 block,hERG rescue,KCNQ1 act,KCNQ1 block,Dyrk1A ADPGlo,TMEM16A act,TRPC4 PAM,HDAC3 inh,TRPC4 agonist,TMEM16A inh,KCNK3 block
CS(=O)(=O)Nc1ccc(C2=NN(C(=O)c3ccco3)C(c3ccco3)C2)cc1 (stereo not drawn),i,0,i,i,0,i,i,?,i,i,i
Cc1nn(-c2ccc(F)cc2)c2c1cc(C#N)c1nc3ccccc3n12,i,0,i,i,-5,i,i,2,i,i,i
O=C1NN(c2ccc(F)cc2)C(=O)/C1=C\C=C\c1ccco1,i,0,i,i,-2,i,i,2,i,i,i
COC(=O)[C@@H]1[C@@H](C)OC(=O)N[C@H]1c1ccccc1,i,-7,i,i,-5,i,i,-2,i,i,i
COc1ccccc1NC(=O)Nc1ccnn1C1CCN(C(=O)c2ccccn2)CC1,i,-8,i,i,-4,i,i,4,i,i,i
COc1ccc(C(=O)CCNc2ccc3c(c2)OCCO3)cc1,i,-15,i,i,2,i,i,4,i,i,i
O=C1COc2ccc(C(=O)c3ccccc3)cc2CN1,i,-2,i,i,4,i,i,-2,i,i,i
COC(=O)N/N=C/c1cn(CCCOc2ccc(C)cc2)c2ccccc12,i,-7,i,i,1,i,i,1,i,i,i
Cc1sc2nc(CN(Cc3cccs3)C(=O)C3CC3)[nH]c(=O)c2c1C,i,-7,i,i,-3,i,i,2,i,i,i
CC1CCCC(NC(=O)Nc2cccs2)C1C (stereo not drawn),i,-10,i,i,-2,i,i,0,i,i,i
COc1ccc(CNC(=O)CSc2nc3ccc(N)cc3s2)cc1,i,-4,i,i,2,i,i,3,i,i,i
O=C1COc2ccc(C(=O)COC(=O)c3ccccn3)cc2N1,i,-5,i,i,-1,i,i,1,i,i,i
CC(=O)N1CCN(CC(=O)Nc2ccccc2Sc2ccccc2)CC1,i,-6,i,i,-3,i,i,-13,i,i,i
Cc1c2c(nc3ccccc13)CC(C)(C)CC2=O,i,-12,i,i,-10,i,i,2,i,i,i
CC(C)C(=O)N=C1SC2CS(=O)(=O)CC2N1Cc1ccc(Cl)cc1 (stereo not drawn),i,-2,i,i,/,i,i,1,i,i,i
CCCn1cnc2c(c1=O)c1nc3ccccc3nc1n2CCc1ccccc1,i,-6,i,i,6,i,i,0,i,i,i
CCN(CC(=O)N1CCN(Cc2ccccc2)CC1)S(=O)(=O)c1ccccc1,i,-1,i,i,-5,i,i,-8,i,i,i
CCOC(=O)c1c(C)c(C(=O)NCc2ccccn2)c(C)n1CC,i,-7,i,i,-3,i,i,-1,i,i,i
COc1ccc(-n2c(C)nn(C)c2=O)c(OC)c1,i,-6,i,i,-4,i,i,-8,i,i,i
COc1ccc(C2SCCN2C(=O)c2ccc([N+](=O)[O-])cc2)cc1 (stereo not drawn),i,0,i,i,0,i,i,8,i,i,i
NC(=O)NCCCC(=O)OCC(=O)c1ccc2ccccc2c1,i,-11,i,i,-5,i,i,0,i,i,i
CCn1c(CSCc2ccc(Cl)cc2)n[nH]c1=S,i,-14,i,i,6,i,i,7,i,i,i
CCn1c(SCC(=O)Nc2cc(C)on2)nnc1-c1cccnc1,i,-10,i,i,1,i,i,0,i,i,i
COc1ccc(C)cc1NC(=O)C/C(C)=N/NC(=O)Cc1cccc2ccccc12,i,-12,i,i,2,i,i,0,i,i,i
O=c1cc2c(nn1Cc1ccccc1)-c1ccccc1CC2,i,-16,i,i,7,i,i,2,i,i,i
CN(C(=O)Nc1ccccc1)C1CCCc2ccccc21 (stereo not drawn),i,-14,i,i,-4,i,i,-1,i,i,i
Cc1cc(C[n+]2cc(Cl)ccc2N)c2ncccc2c1,i,-11,i,i,4,i,i,1,i,i,i
O=C(N/N=C/c1cccs1)c1cncc(Br)c1,i,0,i,i,0,i,i,3,i,i,i
O=C(/C=C/Nc1ccccc1F)c1ccc(Br)cc1,i,-14,i,i,-4,i,i,3,i,i,i
Cc1ccc(N=C(NOCc2ccc(Cl)cc2Cl)c2nonc2N)c(C)c1,-16*,-3,i,i,0,i,i,3,i,i,i
COc1ccc2c(c1)nc(SCC(O)c1ccccc1)n2C (stereo not drawn),i,-18,i,i,/,i,i,2,i,i,i
Cc1ccc(CNC(=O)CN(c2cccc([N+](=O)[O-])c2)S(=O)(=O)c2ccccc2)cc1,i,-7,i,i,-5,i,i,-2,i,i,i
Nc1nc(C23CC4CC(CC(C4)C2)C3)[nH]c(=O)n1,i,-5,i,i,3,i,i,0,i,i,i
CCNc1nc(Cl)nc(NC2CCCCC2)n1,i,-10,i,i,13,i,i,-2,i,i,i
CC(Sc1nncn1-c1ccccc1)C(=O)Nc1cccc([N+](=O)[O-])c1 (stereo not drawn),i,-7,i,i,1,i,i,-2,i,i,i
Cc1cc(C)c2nc(SCC(=O)N3CC(=O)Nc4ccccc43)c(C#N)cc2c1,i,-15,i,i,8,i,i,2,i,i,i
O=C(NCCCN1CCOCC1)C1Cc2c(ccc3ccccc23)O1 (stereo not drawn),i,-8,i,i,/,i,i,-2,i,i,i
Cc1nc([N+](=O)[O-])cn1Cc1cccc([N+](=O)[O-])c1,i,-2,i,i,1,i,i,2,i,i,i
CCOC(=O)C1CCCN(c2cc(NCCCO)c([N+](=O)[O-])c3nonc23)C1 (stereo not drawn),i,-9,i,i,/,/,i,10,i,i,/
O=C1CC(N2CCSCC2)C(=O)N1c1cccc(Br)c1 (stereo not drawn),i,-14,i,i,-5,i,i,3,i,i,i
CCCN(CCC)C(C)C(=O)NCC1(c2ccccc2)CCCC1 (stereo not drawn),i,-22,i,i,2,i,i,12,i,i,i
O=C(CCC1CCCCC1)Nc1nnc(C(F)(F)F)s1,i,0,i,6*,0,i,i,/,i,/,i

# Screening data (PubChem BioAssay)
